From PubChem
Lamin A splicing = qHTS Assay for Modulators of Lamin A Splicing | HeLa LMNA splicing GFP/RFP minigene ratio, 48 h | Potency, µM (doses to about 46.1 µM), for inactives: at the top dose ratio change, negative = inhibition, actives largely listed as inhibitors | 200,000 tested, 0.01% active | AID 1487, 2009; active means well fitted inhibition curve with a large enough effect in the signal ratio, with a control signal flat, not every such curve was filed as active; inconclusive means small, poorly fitted or top-dose-only effect, or effect the other way, or a change in a side signal; the % refers to the signal ratio; further: on the % scale 0 is the no-effect control and ±100 the full control effect
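Read-out is the ratio of GFP to DsRed2 object intensity, acquired by 488 nm laser-scanning cytometry on HeLa lamin A-EGFP minigene reporter cells. Compound incubation 48 hrs at 37 °C in Opti-MEM with 2% FBS; DMSO 0.5% final.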
GoLoco inh red = qHTS Assay for Inhibitors of RGS12 GoLoco Motif Activity (Red Fluorophore); Guanine nucleotide-binding protein G(i) subunit alpha-1 (Homo sapiens), P63096; Gai1:RGS12 GoLoco peptide FP, rhodamine, 10 min; Potency, µM (series often up to 61.6 µM), for the others: at the top dose activity, negative = inhibition, usual class: inhibitors; 230,000 tested, 0.44% active; active means well fitted inhibition curve with a large enough effect, not every such curve was filed as active; inactive means no such curve, though single readings can be large or run the other way; further: on the % scale 0 is the no-effect control and ±100 the full control effect; nearly all actives have a fitted effect of over 30% in size; many of its hits are not listed in these tables
SMN2 splice enh = qHTS Assay for Enhancers of SMN2 Splice Variant Expression; Potency, µM (titrated, usually from 46.1 µM), for inactives: top-dose activity change, positive = activation, usual class: activators; HEK293 SMN2-luciferase splicing reporter, luminescence, 30-36 h; AID 1458, 2008; 210,000 tested, 2.8% active; further: % of control where 0% means no effect; nearly all actives have a fitted effect of over 55% in size
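HEK293 cells carry an SMN2 […]–luciferase reporter in which exon 7 inclusion puts luciferase in frame. Cells were plated 10-12 h before compound addition, then incubated 30-36 h at 37C. ONE-Glo luminescence was read; sodium butyrate at 4.5 mM final served as control.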
RECQ1 helicase = qHTS Assay for Inhibitors of RecQ-Like Dna Helicase 1 (RECQ1) | ATP-dependent DNA helicase Q1 (Homo sapiens), P46063 | RECQ1 DNA unwinding, red fluorescence kinetic read | Potency, µM (top dose mostly 57.3 µM), for the others: at the highest dose activity, negative = inhibition, most hits filed as inhibitors | 240,000 tested, 0.54% active | AID 2549, 2010;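 further: plate controls were vehicle for no effect and no enzyme for full effect; nearly all actives have a fitted effect of over 30% in size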
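50 nM RECQ1T1 preincubated 15 min with compound in Tris pH 8.0 buffer with MgCl2, DTT, Tween-20 and 2.5 ug/ml poly(dI-dC); started with 200 nM TAMRA/BHQ-2 forked duplex and 2 mM ATP. Unwinding read as fluorescence (525/598 nm), two reads 2 h apart.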
ALDH1A1 block = qHTS Assay for Inhibitors of Aldehyde Dehydrogenase 1 (ALDH1A1); Aldehyde dehydrogenase 1A1 (Homo sapiens), P00352; Purified ALDH1A1, NADH fluorescence, propionaldehyde substrate; Potency, µM (titrated, usually from 75.3 µM), for the others: top-dose activity, negative = inhibition, most hits filed as inhibitors; 220,000 tested, 7.3% active; active means well fitted inhibition curve with a large enough effect, not every such curve was filed as active; inconclusive means small, poorly fitted or top-dose-only effect, or another doubt; inactive means no such curve, though single readings can be large or run the other way;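 further: plate controls were no enzyme wells and a reference inhibitor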
Target sequence (P00352 whole entry, looked up): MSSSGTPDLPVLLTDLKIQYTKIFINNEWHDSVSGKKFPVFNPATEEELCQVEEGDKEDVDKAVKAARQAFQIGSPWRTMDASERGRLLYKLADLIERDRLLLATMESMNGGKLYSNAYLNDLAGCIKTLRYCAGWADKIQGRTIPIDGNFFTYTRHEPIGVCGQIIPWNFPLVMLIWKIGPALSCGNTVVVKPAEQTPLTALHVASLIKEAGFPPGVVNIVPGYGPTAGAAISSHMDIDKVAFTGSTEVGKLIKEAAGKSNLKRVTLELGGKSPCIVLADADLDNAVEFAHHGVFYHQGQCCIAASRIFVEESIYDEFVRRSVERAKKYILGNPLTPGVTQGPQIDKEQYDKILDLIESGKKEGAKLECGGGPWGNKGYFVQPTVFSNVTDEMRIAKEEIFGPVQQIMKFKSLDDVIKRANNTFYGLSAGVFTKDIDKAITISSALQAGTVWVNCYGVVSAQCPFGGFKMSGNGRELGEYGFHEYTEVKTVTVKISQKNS
KDM4E inh = qHTS Assay for Inhibitors of Human Jumonji Domain Containing 2E (JMJD2E); Lysine-specific demethylase 4E (Homo sapiens), B2RXH2; JMJD2E catalytic domain, FDH-coupled NADH fluorescence (FDH is formaldehyde dehydrogenase); Potency, µM (highest dose often 57.1 µM), for inactives: at the highest dose activity change, negative = inhibition, usual class: inhibitors; 230,000 tested, 1.6% active; AID 2147, 2009; active means well fitted inhibition curve with a large enough effect, not every such curve was filed as active; inconclusive means small, poorly fitted or top-dose-only effect, or another doubt; inactive means no such curve, though single readings can be large or run the other way;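 further: 0% = wells with enzyme and -100% = buffer wells without enzyme; nearly all actives have a fitted effect of over 50% in size; many of its hits are not listed in these tables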
Target sequence (B2RXH2 1-337 limits assumed): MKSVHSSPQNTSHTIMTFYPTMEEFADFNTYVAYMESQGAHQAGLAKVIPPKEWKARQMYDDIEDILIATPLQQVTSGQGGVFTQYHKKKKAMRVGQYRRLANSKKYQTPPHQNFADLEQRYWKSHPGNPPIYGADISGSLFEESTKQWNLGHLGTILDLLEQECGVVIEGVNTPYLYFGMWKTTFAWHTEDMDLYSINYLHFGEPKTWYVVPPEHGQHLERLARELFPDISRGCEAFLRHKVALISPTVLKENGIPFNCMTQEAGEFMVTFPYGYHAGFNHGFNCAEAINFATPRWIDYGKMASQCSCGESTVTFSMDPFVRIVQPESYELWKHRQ
TR SRC2 fluor cs = Total Fluorescence Counterscreen for Inhibitors of the Interaction of Thyroid Hormone Receptor and Steroid Receptor Coregulator 2; Potency, µM (top dose mostly 106 µM), without a hit: at the top dose fluorescence change, negative = quenching; 280,000 tested, 0.29% active; TRb/SRC2 Texas Red total fluorescence interference; active means well fitted curve in either direction with a large enough effect; inconclusive means small, poorly fitted or top-dose-only effect; further: on the % scale 0 is the no-effect control and ±100 the full control effect
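Human TRβ ligand-binding domain (0.6 uM) and Texas Red SRC2 peptide (20 nM) in Tris buffer with 1 uM T3 and 5% DMSO were incubated with pinned compound for 5 hr at ambient temperature. Total fluorescence was computed as S + 2P (555/632 nm).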
TRb SRC2 PPI = qHTS for Inhibitors of the Interaction of Thyroid Hormone Receptor and Steroid Receptor Coregulator 2; Potency, µM (highest dose often 106 µM), for the others: at the highest dose activity change, negative = inhibition, hits mostly inhibitors; Thyroid hormone receptor beta (Homo sapiens), P10828; TRbeta-SRC2 peptide binding, fluorescence polarization; receptor liganded with 1 µM T3; AID 1469, 2008; 280,000 tested, 0.065% active;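 further: plate controls were bound peptide for no effect and peptide without receptor for full effect; nearly all actives have a fitted effect of over 50% in size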
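Assay buffer: 20 mM Tris-HCl, 100 mM NaCl, 10% glycerol, 1 mM EDTA, 0.01% NP-40, 1 mM DTT, 1 uM T3, 5% DMSO; TRb LBD 0.6 uM, Texas Red SRC2 20 nM; FP after 5 hr.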
* = called active by the depositor; i = inactive; ? = inconclusive; . = not tested or not shown; & = joins results of further samples; [ ] = remark or other dose. Unless noted, the call rests on the fitted dose curve; in most records, active means well fitted curve in the direction sought with a large enough effect; inconclusive means small, poorly fitted or top-dose-only effect, or another doubt; inactive means no such curve, though single readings can be large; an effect the other way counts as inactive or inconclusive. Potency means the concentration at half of the fitted maximal effect.

SMILES	Lamin A splicing	GoLoco inh red	SMN2 splice enh	RECQ1 helicase	ALDH1A1 block	KDM4E inh	TR SRC2 fluor cs	TRb SRC2 PPI
O=c1[nH]c2ccc(S(=O)(=O)NCc3ccccn3)cc2s1	8%	-8%	-7%	-4%	?	-4%	-2%	-5%
CCN1CCN(C(=O)Nc2cccc3ccccc23)CC1	18%	-1%	5%	-3%	?	?	-2%	-11%
C=C1SC(Nc2c(C)cccc2C)=NC12CCCCC2	.	4%	.	18%	-2%	0%	-2%	-2%
CCCCCOc1ccc(C(=O)NC(CCC)C(=O)O)cc1 (stereo not drawn)	6%	5%	10%	-1%	1%	9%	2%	-2%
CCC(=O)Nc1ccc(NC(=O)Cc2ccccc2)cn1	6%	6%	4%	2%	-2%	-30%	-2%	4%
N#CC(C(N)=O)=C1CCC2(CC1)OCCCCO2	-6%	9%	.	i	5%	4%	-3%	-11%
Cc1ccc(OCC(=O)c2cc(C)n(-c3ccccc3)c2C)c([N+](=O)[O-])n1	?	13%	-58%[inhibitor]	-14%	?	-2%	-1%	2%
COc1cccc(/C=N/n2c(=S)n(C)c3cc(C)c(C)cc32)c1OC	7%	-4%	-11%	-10%	7%	-1%	-1%	-12%
NC(=O)/C(=C/c1ccco1)C(N)=S	.	-14%	.	-27%	.	-9%	-3%	-10%
CCc1ccc(CCC(=O)Nc2nnc(C)s2)o1	4%	-6%	10%	-13%	-12%	-3%	4%	-11%
FC(F)(F)COc1ccc(-n2ccnc2)nn1	23%[46 µM]	-6%	-17%	-5%	2%	-5%	0%	1%
COC(=O)c1ccc(NC(=O)CSC2=NC(=O)C(c3ccccc3)C(=O)N2)cc1 (stereo not drawn)	-4%	12%	2%	-12%	4%	10%	-3%	0%
O=C(COc1ccc([N+](=O)[O-])cc1)Nc1cc(C(=O)O)cc(C(=O)O)c1	.	4%	2%	i	3%	-5%	-3%	0%
Cc1c(Cl)c(=O)oc2cc(OCC(=O)NCc3cccs3)ccc12	?	34%[activator]	-24%	-5%	?	?	-4%	10%
O=c1c2cccnc2[nH]c(=S)n1CCCN1CCN(c2ccccc2F)CC1	8%	2%	192%	-15%	-8%	-2%	1%	-19%
Cc1ccc(C(=O)N2CCN(c3ccc(NC(=S)NC(=O)c4cccs4)cc3)CC2)cc1	?	18%	.	-12%	14µM*	-1%	-2%[53 µM]	1%[53 µM]
O=C(NCc1ccco1)C(c1ccccc1)N(C(=O)Cc1cccs1)c1cccnc1 (stereo not drawn)	20%[46 µM]	0%	-4%	-2%	?	-6%	-1%	-5%
O=C1Nc2ccccc2/C1=C/c1cnc(-c2ccccc2)[nH]1	.	1%	.	-21%	-1%	5%	-2%	-1%
NC(=O)c1nsc(C(=O)N(CC(=O)NCc2ccc(F)cc2)Cc2ccco2)c1N	-2%	-6%	-3%	i	?	?	-5%	3%
Cc1cc(Cl)ccc1NC(=O)Nc1c(C)n(-c2ccccc2)c(=O)n1C	2%	10%	10%	i	10%	-7%	-2%	-9%
CC1(C)CNC(=O)c2sc(N3CCCCC3)nc2C1	-2%	-2%	23%	i	-6%	1%	-4%	-15%
Cc1c(N=C2N=C(NC(=O)c3cccs3)c3ccccc32)c(=O)n(-c2ccccc2)n1C	-5%[46 µM]	44%[activator]	-29%	i	?	1%	-2%	-2%
CN1CCS/C1=C/C=C1/SC(=S)N(Cc2ccccc2)C1=O	-13%	-2%	23%	4%	1µM*	-2%	0%	5%
CCCc1cc(C(=O)Nc2cccnc2)no1	2%	-1%	19%	-1%	-19%	5%	3%	3%
OC(COc1ccccc1)CN1CCN(Cc2ccc3c(c2)OCO3)CC1 (stereo not drawn)	.	10%	-8%	i	-4%	?	-1%	3%
CCOC(=O)CNC(=O)CSc1cc(C)nc2ccc(OC)cc12	?	1%	.	-19%	-9%	10%	-1%	-1%
COc1ccc(S(=O)(=O)N2CCSC2c2ccc(OC)c(OC)c2)cc1 (stereo not drawn)	?	5%	-5%	i	?	-6%	-3%	-16%
CC1CCCN(CCCNC(=O)c2cc3c(Cl)nc4ccccc4c3s2)C1 (stereo not drawn)	?	16%	-40%&8%[inhibitor]	15%	-16%	-2%	-1%&-6%	-11%&0%
COc1cc(/C=C2\SC(=Nc3ccc(F)cc3)N(c3ccc(F)cc3)C2=O)ccc1OCC(=O)O	.	4%	-12%	i	0%	2%	-9%	-3%
CC(=O)NCCc1ccc(S(=O)(=O)N2CCOCC2)cc1	-6%	-12%	-10%	-2%	4%	-2%	1%	1%
O=C(N/N=C\c1cccnc1)c1cc(-c2ccc(Cl)s2)[nH]n1	-6%[9.22 µM]	137%[activator]	10%	-4%	-3%	-12%	-2%	17%
Cc1cccc(C(=O)O/N=C/c2c(Cl)n(C)c3ccccc23)c1	4%	-4%	5%	2%	-7%	-4%	0%	-4%
CCNS(=O)(=O)c1ccc(Br)c(OC)c1	15%	-3%	3%	-9%	25%	5%	-2%	-13%
O=S(=O)(NCC(Nc1ccc(Cl)cc1)c1ccccc1)c1ccccc1 (stereo not drawn)	?	1%	-20%	-14%	4%	-5%	0%&1%	1%&7%
Cc1[nH]c2ccccc2c1/C=N/NC(=O)c1cccc(S(=O)(=O)Nc2ccccc2Cl)c1	-7%	3%	-2%	-5%	-11%	-27%	-21%	3%
COc1ccc(-c2nnc(SCC(=O)N(C)C3CCS(=O)(=O)C3)n2N)cc1OC (stereo not drawn)	.	4%	14%	-17%	8%	-3%	-1%	2%
N/C(=N\S(=O)(=O)c1cc(C(F)(F)F)cc(C(F)(F)F)c1)c1cccs1	16%[46 µM]	16%	.	-13%	-1%	-28%	-2%	-1%
CCCCOCCCNC(=O)Cc1cccs1	-2%	3%	11%	-10%	18%	10%	0%	4%
COc1ccc(OC)c(C2/C(=C(\O)c3ccc(OC)c(Cl)c3)C(=O)C(=O)N2CCN(C)C)c1 (stereo not drawn)	-2%	-8%	?	-6%	-7%	-25%	-3%	-21%
COc1cc(CNCCO)cc(Br)c1OCc1cccs1	5%	4%	-18%	i	16%	7%	-2%	3%
COc1ccc(Cl)cc1N(CC(=O)N/N=C/c1ccc(OC(C)C)cc1)S(=O)(=O)c1ccc(C)c([N+](=O)[O-])c1	-7%	-6%	0%	-10%	10%	-3%	3%	1%
O=C(N/N=C/c1nn(-c2ccccc2)cc1-c1ccccc1)c1ccncc1	?	-1%	?	-5%	-3%	?	-1%	7%
O=C(COc1ccc(-c2nnco2)cc1)N1CCN(S(=O)(=O)c2ccccc2)CC1	10%	-3%	-3%	6%	6%	4%	-2%	3%
O=C(O)CN1CCN(c2ncc(C(F)(F)F)cc2Cl)CC1	.	4%	.	0%	3%	-1%	-3%	-5%
COc1ccc(-c2nsc3c(SCc4ccccc4)ncnc23)cc1	?	-31%	-8%	10%	-6%	3%	0%	10%
Cc1ccc(OCCn2cnc3cc([N+](=O)[O-])ccc3c2=O)cc1	-3%[46 µM]	9%	-6%	i	-5%	3%	-1%	1%
COc1ccc(NS(=O)(=O)CC(C)C)c(OC)c1	6%	14%	12%	0%	7%	-1%	0%	-3%
Cc1cc(Cl)ccc1NC(=S)N1CCN(Cc2ccccc2)CC1	?	-2%	-21%	-2%	0%	7%	-2%	3%
COC(=O)c1ccc(OCC(=O)NC(C)(C)C)cc1	4%	8%	3%	i	5%	5%	-5%	-2%
CCCNc1nc(C)cc(-c2cc(C(=O)NCc3ccccc3)on2)n1	.	9%	.	i	.	?	-2%	0%
CC1(C)CC(=O)C2=C(C1)N(c1ccccc1C#N)C(N)=C(C#N)C2c1cccs1 (stereo not drawn)	13%	16%	-13%	-14%	-3%	-2%	2%	-2%
Cn1c(=O)c2cc(S(=O)(=O)N3CCOCC3)ccc2n(C)c1=O	1%	8%	4%	-4%	17%	-7%	-8%	-8%
CCOC(=O)N1CCC(N2CCN(c3cc(C)ccc3C)CC2)CC1	-4%	-3%	-59%[inhibitor]	1%	-3%	7%	0%	10%
O=C1N/C(=N\N=C\c2cccnc2)SC1Cc1ccc(SC(F)F)cc1 (stereo not drawn)	?	1%	-66%[inhibitor]	i	-6%	-2%	2%	-25%
Cc1cc(C)nc(NS(=O)(=O)c2ccc(NC(=O)c3ccc(S(=O)(=O)N4CC(C)OC(C)C4)cc3)cc2)n1 (stereo not drawn)	1%	0%	-12%	-4%	-4%	3%	?	-9%[53 µM]
CCOc1ccccc1C(=O)NCC(=O)OCc1c(C)noc1C	-1%	1%	3%	1%	-4%	-3%	2%	-2%
CC(=O)N/N=C/c1cc([N+](=O)[O-])ccc1OCCOc1ccccc1	-4%	11%	4%	-14%	5%	-5%	-5%	-3%
CCOC(=O)c1cc2c(ccn2C)n1CC(=O)N(Cc1ccccc1)c1ccccc1	?	-15%	?	-12%	-16%	?	-1%	-3%

Not all compounds are listed; rates above refer to the full screens.
